Assay outcomes as filed in PubChem.
LEDGF integ inh: blocks HIV-1 LEDGF/p75-dependent DNA integration. TR-FRET IN-LEDGF/p75 DNA integration, Eu/Cy5. inhibition, % at 3.7 µM. 0.64% of 370,000 active;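 active = inhibition above the screen-wide mean plus 3 SD, cut at about 13% in these data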;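 note: signal is the Cy5 over europium emission ratio at 671 and 618 nm; 0% = plate median of compound wells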
Rev-erbA mod: Rev-erb alpha (human) modulation. P20393. Rev-erbα–FITC-DNA binding, fluorescence polarization, 90 min. activity, % at 10 µM. 0.79% of 370,000 active;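 active = activity above about 14%, limit read from the data; passing the limit was not always enough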;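 note: 0% = DMSO wells with 35 nM protein and 100% = DMSO wells with 750 nM protein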
Target sequence (P20393 whole entry, looked up): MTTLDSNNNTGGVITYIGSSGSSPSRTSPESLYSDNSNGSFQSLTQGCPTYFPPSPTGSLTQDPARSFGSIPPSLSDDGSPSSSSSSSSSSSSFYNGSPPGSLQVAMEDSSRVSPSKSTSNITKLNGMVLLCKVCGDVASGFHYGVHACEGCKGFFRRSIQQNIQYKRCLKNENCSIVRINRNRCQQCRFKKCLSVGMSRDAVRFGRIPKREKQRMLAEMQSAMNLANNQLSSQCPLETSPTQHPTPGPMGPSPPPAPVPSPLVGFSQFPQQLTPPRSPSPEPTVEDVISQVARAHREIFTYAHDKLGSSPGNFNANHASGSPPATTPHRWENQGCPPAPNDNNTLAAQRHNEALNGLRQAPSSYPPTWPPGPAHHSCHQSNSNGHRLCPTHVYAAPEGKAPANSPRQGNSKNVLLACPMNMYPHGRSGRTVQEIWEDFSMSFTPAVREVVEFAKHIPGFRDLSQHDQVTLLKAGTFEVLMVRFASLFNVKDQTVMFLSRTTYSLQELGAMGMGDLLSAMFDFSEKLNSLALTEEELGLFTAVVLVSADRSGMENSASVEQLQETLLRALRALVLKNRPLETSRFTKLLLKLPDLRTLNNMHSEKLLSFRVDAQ
MBD2 inh: blocks human MBD2 binding to methylated DNA; Q9UBB5; TR-FRET, MBD2 binding to methylated oligonucleotide; inhibition, % at 4.4 µM; 0.31% of 370,000 active; in the data active = inhibition above about 13%
HTRA1 inh: blocks human HTRA1 serine peptidase | Q92743 | recombinant HTRA1, FP-rhodamine activity-based probe, fluorescence polarization | inhibition, % at 5.96 µM | 0.5% of 340,000 active | AID 504803; in the data active = inhibition above about 36%;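 note: 0% = enzyme with DMSO and 100% = wells lacking enzyme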
UHRF1 binding: human UHRF1 methylated DNA binding inhibitors; 0.75% of 370,000 active; UHRF1 binding to methylated oligo, TR-FRET; Q96T88; inhibition, % at 4.4 µM; in the data active = inhibition above about 21%;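 note: UHRF1 SRA domain binding a hemimethylated CpG hairpin DNA probe; 0% = median of test compound wells and 100% = reference inhibitor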
PG9 Ab binder: binds the HIV-1 gp120 antibody PG9; inhibition, % at 6.7 µM; TR-FRET gp120-PG9 antibody binding; 0.43% of 360,000 active; AID 624416; in the data active = inhibition above about 8.5%
PRMT1 FP inh: blocks human protein arginine methyltransferase 1 | 1.3% of 370,000 active | Q99873 | recombinant PRMT1, activity-based probe fluorescence polarization | inhibition, % at 2.79 µM | AID 652257;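 active = inhibition above about 21% made by adding two undisclosed values, limit read from the data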
ABHD4 inh: inhibits mouse alpha/beta hydrolase domain 4; purified mABHD4, FP-Rh probe fluorescence polarization; inhibition, % at 8.92 µM; 0.54% of 370,000 active; AID 720543; Q8VD66;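 active = inhibition exceeding the mean over every tested compound plus 3 SD, cut at about 30% in these data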;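 note: 0% = plate median of compound wells and 100% = S159A mutant with DMSO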
Target sequence (Q8VD66 whole entry, looked up, the tested form may be a part): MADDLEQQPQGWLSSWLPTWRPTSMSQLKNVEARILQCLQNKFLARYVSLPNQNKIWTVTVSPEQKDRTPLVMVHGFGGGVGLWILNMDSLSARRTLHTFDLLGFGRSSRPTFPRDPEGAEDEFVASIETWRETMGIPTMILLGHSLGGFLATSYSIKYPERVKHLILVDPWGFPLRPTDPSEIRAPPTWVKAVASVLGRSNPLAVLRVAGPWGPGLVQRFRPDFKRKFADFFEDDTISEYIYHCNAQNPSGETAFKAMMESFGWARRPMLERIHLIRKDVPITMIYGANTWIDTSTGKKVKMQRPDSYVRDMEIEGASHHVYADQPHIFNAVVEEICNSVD
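Assay system: Wild-type mouse ABHD4 protein | Medium: HEPES pH 7.0 buffer, 150 mM NaCl, 0.01% Pluronic F-127 | Incubation: Enzyme–compound pre-incubation 45 min, then probe 60 min, both 25 °C | Technique: Fluorescence polarization with parallel and perpendicular emission, 525/598 nm | Evaluation: % inhibition of FP-Rh probe binding versus controls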
TCR-CD3 inh: inhibitors of human TCR-CD3 interaction. TAMRA-labeled TCR probe fluorescence, biochemical. inhibition, % at 9.4 µM. 0.37% of 360,000 active; in the data active = inhibition above about 19%;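 note: recombinant mutant TCR 2C K166C tagged with TAMRA read by polarization; 0% = receptor in buffer alone and 100% = receptor with positive control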
rCAG binder: r(CAG) repeat RNA binding. TO-PRO-1 dye displacement fluorescence. inhibition, % at 3 µM. 1.3% of 370,000 active;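 active = inhibition above the plate cutoff, the mean of all test compounds on that plate plus 3 SD, cut at about 35% in these data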;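 note: 0% = DMSO alone and 100% = 100 µM mitoxantrone as full dye displacement; higher means more dye released from RNA so lower well fluorescence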
Numbers without * were called inactive; / = no result given. These rows are one share of the data; the hit share may differ from the screen's.

SMILES	Rev-erbA mod	rCAG binder	UHRF1 binding	ABHD4 inh	HTRA1 inh	TCR-CD3 inh	PG9 Ab binder	MBD2 inh	PRMT1 FP inh	LEDGF integ inh
COc1cccc(CNC(=O)c2cc3c(cc2Cl)N2CCCCCC2=NS3(=O)=O)c1	5.0	1.4	-1.4	7.3	-0.7	0.4	-0.2	2.4	3.2	-4.4
Cc1c(Br)c([N+](=O)[O-])nn1CC(=O)N(C)Cc1ccccc1	1.7	-3.0	0.2	-0.7	3.3	2.5	-2.7	2.1	2.2	-3.5
Cn1c(=O)n(C)c2cc([N+](=O)[O-])c(N3CCN(CCO)CC3)cc21	4.8	-3.2	-8.2	5.0	-0.1	-2.1	-1.7	-13.4	-2.2	2.4
CCCCN(C(=O)c1ccc(OC(F)(F)F)cc1)c1c(N)n(CCC)c(=O)[nH]c1=O	1.9	-2.4	1.6	1.0	2.8	-1.3	1.3	5.6	3.2	-1.0
CCOc1ncccc1C(=O)Nc1ccccc1C(=O)NCc1ccc2c(c1)OCO2	10.4	1.6	0.0	-7.3	-0.7	-4.6	-4.1	2.0	0.7	-2.9
O=C(Nc1ccc(Nc2ccccc2)cc1)c1ccco1	6.9	-2.9	-0.6	11.9	38.4*	-4.2	-3.9	2.3	3.2	-0.6
COc1ccccc1C(=O)NC(=O)COC(=O)c1ccco1	0.1	-0.8	1.0	3.7	2.2	5.4	-0.2	0.0	-3.0	-1.7
O=C(CSc1ccc(-c2ccc(Br)cc2)nn1)NCC1CCCO1 (stereo unspecified)	4.6	-7.3	1.1	5.8	3.6	-2.5	-1.7	0.7	-1.5	-5.3
Cc1ccccc1OCC(=O)Nc1ccc(N2CCOCC2)cc1N1CCOCC1	2.9	0.9	2.0	0.4	0.4	-5.6	-0.9	6.3	-0.9	-0.3
O=C(NC1CCCC1)C(c1ccccn1)N(C(=O)c1csnn1)C1CCCCC1 (stereo unspecified)	0.4	-2.6	-1.1	-0.1	-7.5	-2.0	-0.1	1.9	2.0	0.7
CC(=O)Nc1cnc(-c2ccc(O)cc2C)cn1	-0.6	1.4	-0.6	0.3	/	-1.1	0.5	-1.5	2.3	0.1
Cc1ccc[n+](CC(=O)N2CCCCC2)c1C	2.5	-7.1	4.6	-2.3	-2.5	3.9	-0.1	-0.1	-3.0	-2.0
C=CCn1c(=O)c(C(=O)NCc2ccc(Cl)cc2)c(O)c2ccccc21	-2.5	0.0	-0.6	3.2	3.0	6.5	3.0	4.0	7.3	0.4
Cc1ccc(S(=O)(=O)N2CCCC2)cc1C(=O)O	2.8	0.7	1.8	6.7	2.9	-6.0	-1.8	-0.3	-1.3	3.5
CC(NC(=O)COc1ccccc1)C(=O)NCc1ccc(S(N)(=O)=O)cc1 (stereo unspecified)	-7.3	1.4	-0.4	10.4	1.4	2.7	-2.8	-4.2	1.6	2.9
COc1cc(CCC(C)=O)ccc1OC(=O)c1c(F)cccc1Cl	1.1	-3.5	-1.7	-3.6	3.8	-0.4	0.8	1.4	6.8	-2.1
Cc1cccc(C(=O)NC(=S)Nc2ccc(N3CCOCC3)cc2)c1	2.8	-3.9	1.9	-3.2	6.1	0.2	-0.2	-3.9	-1.5	20.5*
COC(=O)c1ccccc1NC(=O)CSc1ccc(C)cc1	1.2	-2.5	-1.9	-4.5	-12.2	6.6	-0.9	1.6	-2.1	-0.6
Cc1ccc2nc(SCC(=O)N3CC(C)OC(C)C3)nc(=O)n2c1 (stereo unspecified)	-3.4	-10.3	0.1	0.4	3.7	1.8	-2.0	-2.1	0.5	1.3
O=C(CC1SC(=Nc2ccc3c(c2)OCCO3)NC1=O)Nc1ccc(F)cc1F (stereo unspecified)	-2.6	2.1	1.3	-0.6	-8.8	-5.0	0.1	5.3	2.2	5.2
Cc1ccc(NC(=O)C2C3/C=C\CCCCC32)cc1C (stereo unspecified)	5.7	-2.9	-0.3	-0.8	-4.6	1.5	-1.3	0.9	-0.4	1.2
CN1C(=O)C2(c3ccccc31)N(C)CC(c1ccccn1)C21SC(=S)N(Cc2ccco2)C1=O (stereo unspecified)	6.1	-3.0	1.2	-7.7	-24.8	2.4	3.3	-5.6	-0.8	2.3
Cc1ccc(-c2nn3c(C)nnc3s2)cc1N	0.5	1.6	-6.7	4.2	0.4	1.4	1.0	0.2	-2.1	-1.3
CCOC(=O)Cc1csc(NC(=O)/C=C/c2ccc(Br)o2)n1	5.6	0.7	2.9	-6.5	-11.9	2.8	-4.8	4.1	7.8	-1.5
C=CCC[C@H](Cc1ccc(F)cc1)C(=O)OC[C@@H](Cc1c[nH]c2ccccc12)NC(=O)[C@@H](CC=C)CC(=O)NCCO	-1.4	-4.1	-2.4	-23.3	-16.6	0.7	0.1	-1.4	-3.9	-0.8
CCc1cc(C(N)=O)c(NC(=O)c2ccc(OC)cc2)s1	2.1	16.7	-4.4	-12.9	-45.9	2.7	-2.7	-1.7	-0.3	3.0
COc1ccc(C(=O)NCCNc2ccccc2[N+](=O)[O-])cc1	7.0	-1.6	-10.4	1.4	-4.0	6.4	-2.5	-13.6	-1.2	-4.1
O=C(Cc1cccs1)Nc1nc(-c2cccnc2)cs1	-1.9	8.1	2.2	-4.7	-5.7	-5.0	-1.7	0.7	0.3	3.0
CCOc1ccccc1NC(=O)CNS(=O)(=O)c1ccc2nc(C)sc2c1	-2.3	-5.4	2.6	-12.9	-0.5	-8.2	2.2	7.6	6.8	1.5
CC(C)NC(=O)C1(C)Cc2c(-c3ccc(N(C)C)cc3)ccnc2O1 (stereo unspecified)	-6.2	-2.2	-0.3	1.3	/	0.3	-2.0	0.3	2.7	-5.2
COc1cc(/C=N/NC(=O)c2c(-c3ccccc3)noc2C)ccc1O	4.8	-0.6	-3.1	7.8	0.3	3.0	-1.0	-2.3	-1.5	1.2
CC(=O)NC(CC(=O)N(Cc1ccccc1)c1cccc(C)c1)c1ccccc1 (stereo unspecified)	-3.0	-9.5	-0.1	-0.1	-4.1	5.5	-1.0	-4.3	-1.4	2.1
Cc1ccc(C)c(OCC(=O)N/N=C\c2cccn2C)c1	-2.9	-4.2	-2.9	-5.2	-14.6	-7.5	0.6	-6.9	0.5	-1.5
CCSc1nnc(NC(=O)Cc2cc(OC)c(OC)c(OC)c2)s1	0.6	-4.2	18.2	-2.6	-1.2	1.6	0.8	7.2	1.7	-2.0
CC(C)(c1ccccc1)c1ccc(OCCN2CCOCC2)cc1	-2.4	-8.9	2.1	13.6	-1.1	-13.6	-0.4	-2.2	-0.3	-2.8
COc1ccc(/C=C2\SC(=S)N(CCC(=O)Nc3ccccn3)C2=O)cc1OC	2.5	9.4	0.9	-13.2	-6.6	-2.6	1.4	1.9	2.9	1.0
Cc1cc(C(=O)CN2C(=O)C(=O)N(Cc3ccco3)C2=O)c(C)n1CCc1ccccc1	5.2	17.9	0.3	2.6	0.1	-3.4	0.5	-2.6	2.7	0.8
C=CCNC(=O)Cn1nnc(-c2ccc(-c3ccc(OC)cc3)cc2)n1	39.3*	2.1	-2.8	4.2	7.2	2.8	0.1	0.3	-5.8	-2.6
COc1ccc(C(=O)Nc2ccc(C)c(S(=O)(=O)N3CCCCCC3)c2)cc1	1.3	-2.2	-0.9	-26.5	-55.7	4.7	-1.4	-1.1	-2.4	3.7
Cc1nn(Cc2ccccc2)c(C)c1C(=O)NCCCN1CCCC1=O	-2.3	-1.9	-1.4	3.7	4.1	0.3	3.0	-4.2	1.1	-3.6
CC1(C(=O)Nc2c(F)c(F)c(F)c(F)c2F)CC1(Br)Br (stereo unspecified)	-4.6	-2.1	1.3	1.1	3.4	-9.1	0.8	-2.1	2.8	-4.6
CC(C)(C)OC(=O)N(Cc1ccccc1)Cc1cccc(OCc2cccc(NC(=O)C3CC3)c2)c1	6.3	8.1	-0.7	-31.2	-41.5	4.2	-0.8	0.9	-1.6	-4.8
COc1ccc(-c2nnc(Nc3nc4c(OC)cccc4s3)o2)cc1	-4.8	27.5	-2.3	4.7	11.6	-1.0	-0.1	5.1	-4.8	0.7
CCOC(=O)N/N=C/c1cn(CCCOc2ccccc2)c2ccccc12	5.5	0.2	3.2	7.6	0.1	-3.7	-0.6	4.9	0.1	-4.9
O=C(N/N=C/c1ccc(Cl)cc1Cl)c1cccc(N2CCCC2=O)c1	-2.7	1.8	-2.5	-4.0	-0.6	1.9	-0.8	-4.0	-4.7	-2.7
CCSc1nnc(NC(=O)[C@@H](NC(=O)c2cc(OC)cc(OC)c2)C(C)C)s1	2.3	0.7	-5.9	-0.8	-1.9	1.9	-0.2	3.6	-2.8	-3.8
Cc1cc(N/C(=C\C(=O)c2ccccc2)c2ccccc2)ccc1Br	0.2	3.4	3.5	-1.2	/	-4.4	-4.5	-0.1	-4.2	1.6
Cn1nc(C(=O)NCc2ccccc2CN2CCCC2)c2ccccc2c1=O	2.0	-1.3	-0.1	-1.0	4.5	6.8	-1.2	-0.4	1.4	1.3
CN(C)S(=O)(=O)N(CC(=O)Nc1ccccc1C(F)(F)F)c1ccccc1	-15.0	1.0	3.0	6.3	/	5.9	0.9	-2.6	0.7	2.5
C/C(=N\OC(=O)c1c(-c2c(F)cccc2Cl)noc1C)c1nccs1	-3.2	-4.3	0.6	3.3	19.5	7.6	-0.9	-4.9	1.5	-0.5
CCn1cc(SCC(=O)N2CCc3ccccc32)c2ccccc21	-3.0	0.9	-0.8	-4.5	-15.1	1.3	-1.4	1.3	5.0	0.9
COC(=O)c1ccc2c(=O)n(CCCCCC(=O)N3CCN(c4ccc(F)cc4)CC3)c(=O)[nH]c2c1	-1.9	-4.7	-1.7	5.5	3.8	-3.1	-0.3	1.0	-0.1	-2.7
O=C(NCc1cccs1)c1ccc(-c2ccc(F)c(F)c2)c2ccoc12	4.6	4.9	1.3	-31.6	/	5.0	-0.8	-8.6	0.4	-3.8
O=C(/C=C(O)/C=C/c1ccc(O)cc1)/C=C/c1ccc(O)cc1	1.8	-0.4	4.2	-18.1	11.2	-4.8	-2.9	0.0	2.3	4.3
Cc1cc2[nH]c(=O)c(=O)[nH]c2cc1S(=O)(=O)N1CCC(C)CC1	-4.9	4.2	3.6	5.9	7.3	1.4	0.7	-4.0	1.5	-2.7
Cc1cc(C)n(-c2nc(-c3ccc(Cl)cc3)cs2)n1	-2.1	1.1	-0.8	1.7	-0.5	0.4	-2.2	1.7	1.8	-0.2
Nc1cc(N2CCCC2)c(Cl)cc1[N+](=O)[O-]	2.2	7.9	-8.2	-7.0	-12.5	6.0	-0.8	-7.6	0.5	-5.0
COc1ccc(Oc2nnc(-c3ccccc3)cc2C#N)cc1	11.0	4.6	-2.1	-0.5	4.8	3.8	0.9	6.0	-1.3	1.1

Ordered by SMILES length (lowest first): some entries from above.
SMILES	Rev-erbA mod	rCAG binder	UHRF1 binding	ABHD4 inh	HTRA1 inh	TCR-CD3 inh	PG9 Ab binder	MBD2 inh	PRMT1 FP inh	LEDGF integ inh
CCn1cc(SCC(=O)N2CCc3ccccc32)c2ccccc21	-3.0	0.9	-0.8	-4.5	-15.1	1.3	-1.4	1.3	5.0	0.9
COc1ccc(-c2nnc(Nc3nc4c(OC)cccc4s3)o2)cc1	-4.8	27.5	-2.3	4.7	11.6	-1.0	-0.1	5.1	-4.8	0.7
CN(C)S(=O)(=O)N(CC(=O)Nc1ccccc1C(F)(F)F)c1ccccc1	-15.0	1.0	3.0	6.3	/	5.9	0.9	-2.6	0.7	2.5
